Yfh1-off respiration = enhancers of respiration in Yfh1-depleted yeast, dose response, Friedreich's ataxia, plus single-dose screen (AID 1465); S. cerevisiae Yfh1-off respiration, WST-1 reduction, 72 h; higher fold induction means a stronger effect; one-dose fold induction at 50 µM; EC50 in µM for titrated hits; 0.074% of 220,000 active;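 active means fold induction of absorbance versus untreated yeast above a set limit, then at least 30% activation at any dose in follow-up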;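 further: activators that raise dye reduction in frataxin-depleted yeast; strong numbers were not always called active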
NOD1 NF-kB reporter = NOD1 signaling inhibitors, primary screen, cell-based, luminescence, uHTS (AID 1578). inhibition, % at 4 µM, or EC50 in µM where a hit was titrated. NOD1-driven NF-kB luciferase reporter cells, luminescence; higher % means a stronger effect. 1% of 290,000 active; in the data active means inhibition mostly above about 36%, no sharp cut-off; inactive means mostly below about 34%;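 further: HEK-293T reporter cells stimulated with the NOD1 agonist gamma-tri-DAP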
GPR55 beta-arrestin = selective activators of receptor GPR55 – imaging, U2OS cells, beta-arrestin-GFP redistribution, primary screen (AID 1961); 0.048% of 290,000 active; one-dose activation, % at 10 µM; EC50 in µM for titrated hits; U2OS GPR55 beta-arrestin-GFP redistribution imaging; higher % means a stronger effect;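 active means activation above 40% with more than 50 cells counted in the well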;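 further: U2OS osteosarcoma cells stably expressing GPR55 and beta-arrestin-GFP; plate controls were DMSO negative control for no effect and LPI positive control for full effect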
KOR beta-arrestin-1 = kappa opioid receptor blockers – cell-based, luminescence, uHTS (AID 1778); inhibition, % at 10 µM; hits with a dose series show IC50 in µM; KOR beta-arrestin recruitment, luminescence, antagonist mode; higher % means a stronger effect; 0.091% of 290,000 active; further: strong numbers were not always called active
ER stress rescue = rescue of cells from ER stress-induced death, primary screen, 384-well, CSM14.1, thapsigargin, ATP luminescence (AID 1222) | CSM14.1 thapsigargin-induced death rescue, ATP luminescence; higher % means a stronger effect | cellular ATP content (survival), % at 20 µM, or EC50 in µM where a hit was titrated | 190,000 tested, under 10 active;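 active means EC50 below 50 µM in the dose-response confirmation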;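 further: death triggered by thapsigargin at about 15 µM added after 2 h compound pretreatment; cell ATP read after overnight thapsigargin exposure of roughly 18 to 22 hours; normalized against plate controls of thapsigargin alone and 5% DMSO vehicle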
KOR beta-arrestin-2 = kappa opioid receptor activators – cell-based, luminescence, uHTS, primary screen (AID 1777); KOR beta-arrestin recruitment, luminescence; higher % means a stronger effect; activation, % at 10 µM; hits with a dose series show EC50 in µM; 0.02% of 280,000 active; in the data active means activation above about 50%, passing the limit was not always enough; further: a part of the inactive calls stands beside numbers as strong as those of hits
TNAP activation fold = stimulation of alkaline phosphatase TNAP activity – biochemical, luminescent, no phosphate acceptor, uHTS, primary screen (AID 1001) | purified TNAP, luminescent activation assay, no phosphate acceptor; higher activation fold means a stronger effect | activation fold at 20 µM; hits with a dose series show EC50 in µM | 0.03% of 200,000 active; in the data active means activation fold from about 3, or a potency from the dose series; inactive means the rest, 99 in 100 with activation fold below about 1.6; further: many of its hits are not listed in these tables
HEK293 NOD2/NF-kB = inhibition of NOD2-driven NF-kB reporter – cell-based, luminescence, uHTS, HEK293 (AID 1566); HEK293 NOD2/NF-kB luciferase reporter, luminescence; higher % means a stronger effect; inhibition, % at 4 µM, or EC50 in µM where a hit was titrated; 0.63% of 290,000 active; further: many of its hits are not listed in these tables
NTR1 agonist = agonists of NTR1, primary screen, imaging, U2OS cells, beta-arrestin-GFP, high content (AID 493036). 0.17% of 330,000 active. P30989. activation, % at 20 µM. NTR1-U2OS beta-arrestin-GFP spot imaging, agonist mode;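 active means activation at or above 40% of the spot to cytoplasm intensity ratio, with at least 20 cells analyzed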;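 further: 0% = DMSO without peptide and 100% = 100 nM NTR1 peptide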
Target sequence (P30989 whole entry, looked up): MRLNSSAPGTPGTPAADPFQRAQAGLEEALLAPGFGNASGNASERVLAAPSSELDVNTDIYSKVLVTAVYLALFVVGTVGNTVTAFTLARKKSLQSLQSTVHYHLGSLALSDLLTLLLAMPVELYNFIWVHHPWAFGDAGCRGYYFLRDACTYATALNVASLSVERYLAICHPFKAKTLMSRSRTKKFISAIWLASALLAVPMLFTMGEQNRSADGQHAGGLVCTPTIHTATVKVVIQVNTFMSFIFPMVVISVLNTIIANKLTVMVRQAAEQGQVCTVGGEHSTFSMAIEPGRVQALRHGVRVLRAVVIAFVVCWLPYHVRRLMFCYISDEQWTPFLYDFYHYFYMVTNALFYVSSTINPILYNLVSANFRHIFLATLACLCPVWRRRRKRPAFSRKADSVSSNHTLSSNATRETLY
NTR1 agonist cell count 20 µM = second read-out of NTR1 agonist, no call of its own (marks repeat the call); cell count; measured here: cell count, cytotoxicity flag
* = called active by the depositor; i = inactive; . = no result given; [ ] = dose if it differs, or a comment. Unless noted, no stated cut-off is given here; in the data, active means inhibition above about 50%; inactive means the rest. Only part of the results is shown; the hit share may differ from the screen's.

Compound,Yfh1-off respiration,NOD1 NF-kB reporter,GPR55 beta-arrestin,KOR beta-arrestin-1,ER stress rescue,KOR beta-arrestin-2,TNAP activation fold,HEK293 NOD2/NF-kB,NTR1 agonist,NTR1 agonist cell count 20 µM
CCCC(=O)Nc1ccc(C(=O)NNC(=O)COc2ccc(Br)c(C)c2)cc1,.,-17%,0.2%,-5%,1.6%,-4.2%,1.1,-30%,-0.7,54
O=C(O)COCC(=O)Nc1ccc2c(c1)CCC2,i,-13%,0.3%,-47%,-1.7%,3.0%,1.1,7%,0.6,69
COc1ccc(S(=O)(=O)NCCOc2ccccc2)cc1C,i,48%,-0.3%,-18%[20 µM],-2.9%,5.6%,1.1,-10%,-0.1,44
O=C(NNc1ccc([N+](=O)[O-])cc1)c1ccccc1F,i,-18%,0.5%,12%[20 µM],5.2%,-8.0%,0.6,-26%,.,.
CCCCCn1c(=O)[nH]c2cc(C(=O)Nc3ccc(OC)cc3)ccc2c1=O,.,-21%,-0.1%,8%,.,-3.5%,.,-5%,-1.7,46
O=C(CCCSc1nnnn1-c1cccc2ccccc12)c1ccc(F)cc1,i,17%,-0.1%,-13%,-0.3%,-0.5%,1.1,12%,-1.5,60
Cc1cccc(C(=O)Nc2cccc(OCC(=O)O)c2)c1,i,-26%,0.2%,6%,0.5%,-2.1%,1.1,-5%,0.5,24
Cc1c(C)n(-c2ccccc2)c2ncnc(NCCCN(C)C)c12,.,-11%,0.4%,-38%,.,1.2%,.,-8%,0.0,43
CCCCn1c(N)c(N(CC)C(=O)/C=C/c2ccco2)c(=O)[nH]c1=O,i,-21%,-0.1%,7%[20 µM],0.1%,-2.9%,1.1,-7%,1.8,54
COCCn1c(=O)[nH]c(=O)c2c1nc(-c1cc(Br)c3c(c1)OCO3)n2Cc1ccccc1,i,-44%,-0.4%,19%,.,-0.5%,1.1,-11%,0.5,70
Cc1ccc(NS(=O)(=O)c2ccc(-c3cnc(C4CC4)o3)cc2)cc1,.,37%,0.8%,-18%,.,-1.3%,.,-3%,-0.6,55
COC(=O)c1cc(COC(=O)c2nc3nc(C)cc(C)n3n2)oc1C,i,-20%,-0.2%,8%,0.8%,-4.0%,1,3%,1.5,28
COc1ccc(N(CC(=O)NC2CCCC2)C(=O)Cn2nnc(-c3ccc(C)o3)n2)cc1,.,-9%,-0.1%,-61%,.,-6.7%,.,-4%,-1.3,50
N=C1c2ccccc2CN1NC(=O)COc1ccc(Cl)cc1,i,-42%,-0.6%,-23%,-0.5%,5.2%,1.1,-1%,3.2,33
O=C(COc1ccc(Cl)cc1Br)N1CCN(c2ccccc2)CC1,i,-2%,-0.3%,-1%,0.9%,-11%,1.1,-1%,3.4,34
O=C1CSC(=NC2CCCCC2)N1,i,-7%,-0.1%,6%,0.6%,-2.9%,1.1,-5%,0.8,36
Cc1ccc(Nc2nc(CSc3nnc(-c4ccccc4C)n3C)cs2)cc1,i,-2%,0.8%,-28%,-2.2%,5.7%,1.1,-18%,0.0,35
CC[C@H](C)[C@H](NC(=O)c1ccc(Cl)cc1)C(=O)OCC(=O)c1ccc2c(c1)NC(=O)CO2,i,-4%,-0.1%,-16%,1.3%,5.0%,1.1,4%,8.4,45
CCOc1cc(/C=C2\CCCc3c2nc2ccccc2c3C(=O)O)ccc1OC,.,4%,0.2%,-6%,.,-5.5%,.,5%,-0.8,39
O=C(Nc1ccc(Cl)cn1)C1CCCN(c2ncnc3c2nc2n3CCCCC2)C1 (stereo not drawn),.,44%,-0.3%,-9%,.,-1.5%,.,-4%,5.9,59

(next part)
Compound,Yfh1-off respiration,NOD1 NF-kB reporter,GPR55 beta-arrestin,KOR beta-arrestin-1,ER stress rescue,KOR beta-arrestin-2,TNAP activation fold,HEK293 NOD2/NF-kB,NTR1 agonist,NTR1 agonist cell count 20 µM
O=[N+]([O-])c1ccc(Nc2ccc(F)cc2)cc1,.,-12%,-0.1%,13%,.,-2.0%,.,-10%,-0.3,41
COc1ccc(-c2[nH]c(-c3ccccc3)nc2SCC(=O)NC2CCCC2)cc1,i,-4%,0.2%,-18%,-1.8%,3.3%,1.1,9%,-2.0,49
COCCn1c(SCC(=O)N2CC(C)OC(C)C2)nc2c([nH]c3ccccc32)c1=O (stereo not drawn),.,-6%,0.2%,-10%,.,4.1%,.,12%,0.9,74
CC1SCC(=O)N(CC(=O)NC2CCCCC2)C1=O (stereo not drawn),i,-34%,0.3%,-14%,.,0.5%,1.1,3%,-0.2,63
OCCNCC(O)CN1c2ccccc2Sc2ccccc21 (stereo not drawn),.,9%,1.0%,-70%[20 µM],.,-3.2%,.,4%,-0.5,54
COc1ccc(OC)c(NC(=O)CSc2nnc(CNC(=O)c3cccs3)o2)c1,.,-12%,0.0%,-7%,.,-1.7%,.,13%,-0.7,61
Cc1ccc(Cl)cc1NC(=O)COC(=O)c1ccc(COc2ccc3c(C)cc(=O)oc3c2)cc1,i,-36%,-0.1%,-3%,-1.4%,-3.2%,1,-5%,.,.
CCCc1nc2oc3c(NCC(C)O)ncnc3c2c2c1CCCC2 (stereo not drawn),i,2%,-0.2%,-29%,.,3.0%,.,13%,3.5,61
O=C(NCCc1cccs1)c1ccc(Cl)cc1,i,-6%,1.2%,30%,.,1.6%,.,-128%,0.9,35
CS(=O)(=O)c1ccc(C(=O)NCc2ccc(F)cc2)cc1,i,-29%,0.6%,5%,-1.4%,-3.8%,1.1,10%,0.8,70
CC(C)(C)c1nn2cnnc2n(/N=C/c2cccc3ccccc23)c1=O,i,-24%,0.1%,16%,-0.2%,-2.8%,1.1,9%,7.3,52
c1ccc(NCc2cccnc2)cc1,i,-9%,-0.1%,18%,0.1%,-2.1%,1.1,7%,3.3,45
Cc1cc2ccccn2c1C(=O)c1ccc(N/N=C/c2ccc(C(=O)O)cc2)c([N+](=O)[O-])c1,i,-5%,0.0%,2%,.,1.7%,.,30%,.,.
CC(c1ccccc1)N1C(=O)NC(NC(=O)c2cccnc2)(C(F)(F)F)C1=O (stereo not drawn),i,-21%,-0.4%,-19%,1.1%,-1.6%,1.1,4%,-2.3,87
O=[N+]([O-])c1c(Nc2ccc(Br)cc2)ccc2nonc12,.,-5%,0.0%,5%,.,-3.5%,.,-3%,-1.0,72
CC(=O)c1cccc(-n2c(CCC(=O)O)ccc2-c2cccs2)c1,i,-26%,-0.2%,5%,-0.6%,-0.2%,1.1,-20%,0.1,67
O=C(CN1C(=O)COc2ccc(Cl)cc21)N1CCc2ccccc21,i,-4%,0.2%,22%,.,-0.2%,1.1,7%,-1.1,63
CCOC(=O)Nc1ccc(S(=O)(=O)Nc2cc(C)on2)cc1,i,-16%,0.2%,16%,-1.3%,-1.7%,1,-19%,3.3,82
CCN(CC)c1ccc(C2NC(=O)NC(C)=C2C(=O)Nc2ccccc2)cc1 (stereo not drawn),i,-18%,-0.1%,11%,1.5%,2.6%,1,2%,-0.4,32
CCOc1ccc(Cn2nnc(C(=O)Nc3cc(OC)cc(OC)c3)c2N)cc1,i,-21%,-0.1%,0%,0.4%,8.1%,1.1,-16%,-1.5,50

An excerpt from the list above, as a working copy:
Compound,Yfh1-off respiration,NOD1 NF-kB reporter,GPR55 beta-arrestin,KOR beta-arrestin-1,ER stress rescue,KOR beta-arrestin-2,TNAP activation fold,HEK293 NOD2/NF-kB,NTR1 agonist,NTR1 agonist cell count 20 µM
CCOC(=O)Nc1ccc(S(=O)(=O)Nc2cc(C)on2)cc1,i,-16%,0.2%,16%,-1.3%,-1.7%,1,-19%,3.3,82
CCN(CC)c1ccc(C2NC(=O)NC(C)=C2C(=O)Nc2ccccc2)cc1 (stereo not drawn),i,-18%,-0.1%,11%,1.5%,2.6%,1,2%,-0.4,32
CCOc1ccc(Cn2nnc(C(=O)Nc3cc(OC)cc(OC)c3)c2N)cc1,i,-21%,-0.1%,0%,0.4%,8.1%,1.1,-16%,-1.5,50

(listing goes on)
Compound,Yfh1-off respiration,NOD1 NF-kB reporter,GPR55 beta-arrestin,KOR beta-arrestin-1,ER stress rescue,KOR beta-arrestin-2,TNAP activation fold,HEK293 NOD2/NF-kB,NTR1 agonist,NTR1 agonist cell count 20 µM
CC1CN(c2nc(-c3ccc(Br)cc3)nnc2-c2ccccc2)CC(C)N1 (stereo not drawn),.,1%,0.2%,-33%,-6.6%,-3.7%,1,4%,0.6,100
CCCCN=c1scc(-c2ccc3c(c2)NC(=O)CO3)n1N=C1CCCC1,i,42%,-0.1%,1%,-1.6%,-8.6%,1.1,21%,21,79
Cc1cccc(CN2CCN(Cc3ccco3)CC2)c1,.,-14%,-0.1%,2%[20 µM],.,.,.,-12%,-0.6,61
O=C1SC(c2ccccc2)=N/C1=C/c1ccco1,i,9%,0.4%,24%,-1.9%,-3.1%,0.9,14%,-0.6,59
O=C(N/N=C/c1cccc(Oc2ccccc2)c1)c1ccccc1Br,i,13%,0.0%,4%,0.0%,2.1%,1,-5%,7.3,44
CCCCOc1ccc(C2=CSC3=NCCN23)cc1[N+](=O)[O-],.,-16%,-0.2%,15%,.,-2.9%,.,4%,-0.7,47
O=C(CSc1nccn1-c1ccc(F)cc1)Nc1ccc2c(c1)OCO2,i,18%,-0.1%,-22%,-0.5%,6.6%,1.1,-12%,0.9,64
O=C(Cc1ccccc1)N1CCN(S(=O)(=O)c2cccc([N+](=O)[O-])c2)CC1,i,-22%,-0.1%,-9%[20 µM],1.5%,.,1.1,-3%,0.5,40
Cc1[nH]c2ccccc2c1C(=O)/C=C\c1ccccc1Cl,i,-16%,0.0%,15%,0.0%,-0.7%,1,-38%,11,62
COc1ccc(CNC(=O)CCc2c(C)nc3cc(-c4ccccc4OC)nn3c2C)cc1,i,-1%,-0.1%,0%,.,1.7%,.,10%,-0.4,48
CCOC(=O)c1c(-c2ccc(C)o2)csc1NC(=O)CN1CCN(CC)CC1,i,-24%,-0.2%,18%,-1.2%,-5.4%,1.1,2%,1.5,47
Cc1ccccc1NS(=O)(=O)c1ccc(-c2ccc(=O)[nH]n2)o1,.,4%,-0.2%,-10%,.,3.7%,.,19%,-1.8,58
CC(C)c1nc2oc3c(=O)[nH]cnc3c2c2c1COC(C)(C)C2,i,-3%,-0.1%,.,.,.,.,-4%,-0.5,51
CCOC(=O)C1CCCN(Cc2ccc(OCc3ccccc3)cc2)C1 (stereo not drawn),.,1%,0.9%,-20%,.,-0.6%,.,-4%,-0.5,63
COc1ccc(CC(=O)NC(C)c2nnc(SCC(=O)c3ccc(Br)cc3)n2C)cc1 (stereo not drawn),i,11%,-0.1%,37%,-0.1%,0.4%,1.1,-15%,0.1,72
CN(C)c1cccc(C(=O)N(Cc2ccccc2)Cc2ccccc2)c1,.,-19%,-0.1%,-5%[20 µM],.,-7.4%,.,4%,2.9,64
O=S1(=O)CC(NCc2ccccc2)C(Nc2ccc(Cl)cc2)C1 (stereo not drawn),i,-30%,0.2%,-38%,0.6%,9.8%,1.1,-5%,-0.8,34
